# Screens as filed in PubChem BioAssay.
# MLL CXXC-DNA inh = blocks binding of human MLL CXXC domain to DNA | MLL-CXXC / FITC-HOXA9 DNA fluorescence polarization | 290,000 compounds, 0.037% hits | Potency, µM (doses to about 115 µM), for the others: top-dose activity change, negative = inhibition, hits mostly inhibitors | AID 2662; active = well fitted inhibition curve with a large enough effect in the polarisation, with a control signal flat, not every such curve was filed as active; inconclusive = small, poorly fitted or top-dose-only effect, or effect the other way, or a change in a side signal; inactive = no such curve, though single readings can be large or run the other way; the % refers to the polarisation; note: potency is the fitted concentration of half-maximal effect
#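 Purified MLL-CXXC (added from a 7 uM solution) was preincubated 5 min at ambient with pinned compounds in 50 mM Tris-HCl pH 7.5, 50 mM NaCl, 1 mM DTT, 0.05% BSA. Fluorescein-labeled HOX-A9 DNA (50 nM solution) followed, 30 min, then polarization read.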
# KCNH2 3.1 block = blocks the human KCNH2 3.1 channel isoform; 340,000 compounds, 0.95% hits; U2OS KCNH2 3.1, thallium flux FluxOr; hits give low values; AID 720553; activity change, % (tested at about 1.8 µM);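 active = maximum activity change below -70%; inconclusive = maximum activity change from -70% to -50%; inactive = maximum activity change above -50%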;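 note: thallium influx rate constant from kinetic fluorescence after stimulation buffer; % is set by controls: 0 for no effect and ±100 for the full control effect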
#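 Measured as rate of thallium-driven FluxOr signal in transduced U2OS cells carrying the 3.1 channel, read kinetically for 2 min upon stimulation; values are rate constants scaled to DMSO control wells.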
# PKM2 activator = increases activity of human pyruvate kinase M2. AID 1631. Potency, µM (series often up to 57.5 µM), inactives show top-dose activation, actives largely listed as activators. P14618. purified PKM2, Kinase-Glo ATP luminescence, activation; response scale: 0% is enzyme alone, no compound. 260,000 compounds, 0.34% hits; note: potency is the fitted concentration of half-maximal effect; % is set by controls: 0 for no effect and ±100 for the full control effect; nearly all actives have a fitted effect of over 55% in size
#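 Kinase-Glo luminescence reports ATP generated from ADP (0.1 mM) and PEP (0.5 mM) by purified hPK-M2 after 1 h at room temperature, pH 7.2 imidazole buffer; intermediate enzyme activity allows detecting inhibitors and activators.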
# Giardia kill = Giardia lamblia killing; Giardia lamblia trophozoite viability; activity change, % at 7.66 µM, hits read low; 340,000 compounds, 0.15% hits; in the data active = activity change below about -80%; inconclusive = between about -30% and that limit;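 note: parasites exposed to compound for two days anaerobically before the ATP read; % is set by controls: 0 for no effect and ±100 for the full control effect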
#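 Luminescent ATP signal served as the viability read-out, measured 15-30 min after adding ATP detection reagent to trophozoites that had been incubated with compounds for 48 hrs at 37 deg C anaerobically at 100 cells/well.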
# B2AR arrestin = beta2AR (human) beta-arrestin recruitment activity | P07550 | beta-arrestin recruitment to beta2AR, cell-based reporter | Potency, µM (series often up to 46.1 µM), for the others: top-dose activation, actives largely listed as activators | 330,000 compounds, 0.02% hits | AID 492947;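 note: potency is the fitted concentration of half-maximal effect; 0% = DMSO controls and full agonism = EC100 isoproterenol or metaproterenol; nearly all actives have a fitted effect of over 65% in size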
# USP2a block = blocks human ubiquitin-specific protease USP2a | Potency, µM (highest dose often 38.3 µM), for inactives: top-dose activity change, negative = inhibition, most hits filed as inhibitors | 330,000 compounds, 0.01% hits | O75604 | USP2 core, Ub-CHOP2 coupled fluorogenic reporter, 485/531;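 note: potency is the fitted concentration of half-maximal effect; plate controls were DMSO wells for no effect and full inhibition by NEM control for full effect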
#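 USP2 core (10nM final) preincubated 30min RT with compound in 20mM Tris-HCl pH 8.0, 2mM CaCl2, 2mM beta-mercaptoethanol, 0.05% CHAPS; 25nM Ub-CHOP2 plus 25nM reporter substrate added, fluorescence (Ex485/Em531) read after 60min.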
# FBPA coupling cs = inhibits coupling enzyme system, counter-screen for aldolase hits; coupling enzyme system counterscreen, AmpLite Red fluorescence; activity change, negative = inhibition, % at 58.2 µM, hits read low; 290,000 compounds, 0.67% hits; AID 2472; in the data active = activity change below about -30%; note: % is set by controls: 0 for no effect and ±100 for the full control effect
#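 Compounds tested against the coupling enzymes alone at 57.5 uM final; readout was AmpLite Red fluorescence (525/598 nm) after 20 min at RT.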
# TRPV1 ag = agonists of human vanilloid receptor 1 (TRPV1). Q8NER1. TRPV1-expressing cells, Fluo-8 calcium influx, agonist mode. activation, % at 8.33 µM. 320,000 compounds, 0.19% hits; in the data active = activation above about 80%; inconclusive = between about 30% and that limit; note: 0% is about no effect
#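 Cells expressing TRPV1 were dye-loaded with Fluo-8 and read kinetically: 10 s baseline, 3 min after compound (agonist portion), then 2 min after EC20 capsaicin (allosteric enhancer portion). Calcium-bound dye fluorescence at 480/520 nm.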
# Menin MLL FP TR = menin-MLL binding inhibition, Texas Red mutant peptide. Menin + Texas Red MLL mutant peptide, fluorescence polarization. AID 1768. Potency, µM (doses to about 61.6 µM), without a hit: at the highest dose FP activity change, negative = inhibition, hits mostly inhibitors. 270,000 compounds, 0.23% hits; active = well fitted inhibition curve with a large enough effect in the polarisation, with a control signal flat, not every such curve was filed as active; inconclusive = small, poorly fitted or top-dose-only effect, or effect the other way, or a change in a side signal; inactive = no such curve, though single readings can be large or run the other way; the % refers to the polarisation; note: potency is the fitted concentration of half-maximal effect; % of control where 0% means no effect; many of its hits are not listed in these tables
# Target sequence (O00255 whole entry, looked up): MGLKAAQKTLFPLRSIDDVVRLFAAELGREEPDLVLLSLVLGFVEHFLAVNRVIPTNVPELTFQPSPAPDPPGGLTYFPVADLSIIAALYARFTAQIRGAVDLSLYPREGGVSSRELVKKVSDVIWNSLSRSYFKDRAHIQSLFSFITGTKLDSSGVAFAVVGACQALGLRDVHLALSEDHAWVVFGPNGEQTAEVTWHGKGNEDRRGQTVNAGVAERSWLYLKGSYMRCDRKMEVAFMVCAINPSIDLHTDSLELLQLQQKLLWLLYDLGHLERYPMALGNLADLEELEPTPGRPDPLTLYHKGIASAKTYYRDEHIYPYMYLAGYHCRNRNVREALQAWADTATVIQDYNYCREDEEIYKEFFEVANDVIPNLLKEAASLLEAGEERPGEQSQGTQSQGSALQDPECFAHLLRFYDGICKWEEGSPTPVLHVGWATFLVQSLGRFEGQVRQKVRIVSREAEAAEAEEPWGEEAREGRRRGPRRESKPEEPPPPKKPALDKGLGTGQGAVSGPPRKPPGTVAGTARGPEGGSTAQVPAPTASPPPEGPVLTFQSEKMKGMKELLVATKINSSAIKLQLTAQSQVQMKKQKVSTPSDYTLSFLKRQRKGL
# GALK inhibitor = galactokinase (human) inhibition; Purified GALK, Kinase-Glo residual ATP luminescence; Potency, µM (highest dose often 57.5 µM), without a hit: at the top dose activity change, negative = inhibition, actives largely listed as inhibitors; 270,000 compounds, 0.007% hits; note: potency is the fitted concentration of half-maximal effect; % is set by controls: 0 for no effect and ±100 for the full control effect
# Target sequence (P51570 whole entry, looked up): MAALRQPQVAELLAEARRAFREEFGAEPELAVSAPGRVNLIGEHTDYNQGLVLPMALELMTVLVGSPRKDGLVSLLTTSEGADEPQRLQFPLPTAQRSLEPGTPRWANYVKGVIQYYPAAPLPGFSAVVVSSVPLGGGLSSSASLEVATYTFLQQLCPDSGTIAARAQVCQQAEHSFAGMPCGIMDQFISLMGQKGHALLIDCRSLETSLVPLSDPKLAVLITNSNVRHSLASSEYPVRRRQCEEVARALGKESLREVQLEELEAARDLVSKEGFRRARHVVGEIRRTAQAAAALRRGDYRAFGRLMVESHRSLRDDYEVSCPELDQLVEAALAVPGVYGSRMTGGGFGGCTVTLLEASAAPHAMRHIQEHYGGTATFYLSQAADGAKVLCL
#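 Kinase-Glo Plus luminescence measured ATP left after a 1 h room-temperature reaction. The reaction used 5 nM GALK, 100 uM galactose and 35 uM ATP at pH 8.0 (20 mM HEPES, 5 mM MgCl2, 60 mM NaCl, 1 mM DTT, 0.01% BSA).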
# hERG WT inh = KCNH2 (human, wildtype) channel inhibition; AID 720551; 340,000 compounds, 0.37% hits; U2OS, BacMam KCNH2, thallium flux FluxOr; hits give low values; activity change, % at 1.84 µM; Q12809;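 active = maximum activity change below -70%; inconclusive = maximum activity change between -70% and -50%; inactive = maximum activity change above -50%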; note: % is set by controls: 0 for no effect and ±100 for the full control effect
#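 U2OS cells were transduced with wild-type KCNH2 virus (2.03 x 10^8 / mL) for 4 h at room temperature, then cultured overnight at 37 C. Thallium flux was read with FluxOr dye. Rate constants were normalized to DMSO controls.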
# An asterisk follows results filed as active; i = inactive; u = inconclusive; x = no result given; [ ] = remark or other dose. Unless noted, calls come from the whole dose curve; as a rule, active = well fitted curve in the direction sought with a large enough effect; inconclusive = small, poorly fitted or top-dose-only effect, or another doubt; inactive = no such curve, though single readings can be large; an effect the other way counts as inactive or inconclusive.
# Every second line gives: GALK inhibitor	Menin MLL FP TR	TRPV1 ag	Giardia kill	PKM2 activator	KCNH2 3.1 block	FBPA coupling cs	B2AR arrestin	MLL CXXC-DNA inh	USP2a block	hERG WT inh
> COc1ccc(-n2nc3ccc(N)cc3n2)cc1Cl
 : -3%	u	-4	-8	0%	-16	-13	-0.2%	0%	0%	1
> CCOC(=O)c1c(/N=C/c2cc(OC)cc([N+](=O)[O-])c2O)sc(C)c1C
 : 2%	7%	1	-11	-13%	21	-3	0.2%	0%	2%	-3
> CC(C)(C)NC(=O)Cn1nnc(-c2ccccc2NC(=O)c2cnccn2)n1
 : -3%	14%	2	-12	-9%	2	-1	2.7%	24%	0%	-4
> Cc1occc1C(=O)NC1CCCN(Cc2ccc(Cl)cc2)C1 (stereo not given)
 : -5%	-9%	4	-5	x	-12	5	0.3%	3%	2%	1
> CCCCSc1ccc(NC(=O)c2cccnc2)cc1
 : -4%	19%	u	2	-3%	6	0	-0.1%	-7%	4%	-13
> COc1ccc(C)cc1Nc1nc(-c2c[nH]c3ccccc23)cs1
 : 0%	u	6	-14	1%	5	-3	-0.1%	0%	0%	4
> OC[C@@H](O)[C@H](O)C(/C=N/Nc1ccccc1)=N\Nc1ccccc1
 : -1%	x	-2	10	3%	2	-6	-0.3%	-9%	14%	1
> Cc1cc2c(cc(C(=O)N3CCC(C(=O)NC4CCCC4)CC3)n2Cc2c(F)cccc2Cl)o1
 : 0%	x	15	7	-8%	-11	2	-0.3%	20%	0%	3
> Cn1nc(C(F)(F)F)cc1-c1ccc(S(N)(=O)=O)s1
 : -3%	x	4	-3	3%	1	-2	0.2%	-5%	2%	-2
> CCOC(=O)C1CCN(C(=O)CN(C)S(=O)(=O)c2cc(C)ccc2OC)CC1
 : 0%	22%	2	u	-1%	5	0	-0.3%	-6%	0%	-16
> O=C(COc1ncnc2ccccc12)Nc1ccc(S(=O)(=O)N2CCOCC2)cc1
 : -2%	x	-1	7	0%	6	-1	-0.6%	0%	-2%	-6
> COc1cc(C(=O)Nc2nnc(CC(C)(C)C)s2)c([N+](=O)[O-])cc1OC
 : 1%	-9%	1	-5	-2%	15	-1	-0.4%	6%	-1%	4
> O=C(CSc1nnc(C2COc3ccccc3O2)o1)Nc1ccc(F)cc1Cl (stereo not given)
 : -2%	5%	3	29	-1%	u	2	-0.2%	6%	0%	24
> Cc1ccc(CN2C(=O)CCC2C(=O)NCCc2ccccc2)cc1 (stereo not given)
 : -5%	-1%	0	8	x	11	2	0.4%	-16%	4%	-13
> CCN(c1ccc(OC)cc1)S(=O)(=O)c1nnc(NC(=O)c2ccc(C)cc2)s1
 : -3%	x	5	5	x	3	x	-0.8%	1%	-3%	-8
> Nc1ncnc2c1nc(N1CCCCC1)n2[C@@H]1O[C@H](CO)[C@@H](O)[C@H]1O
 : x	x	-5	-5	x	-2	x	-0.2%	x	1%	-4
> COc1ccc(C(=O)O/N=C(\N)Cc2ccc(Cl)cc2Cl)cc1OC
 : 0%	-4%	2	18	2%	-7	1	-1.3%	-2%	1%	-28
> COc1ccccc1NC(=O)CN1CCCCC1
 : 1%	-5%	1	-26	-6%	9	1	0.3%	0%	4%	-3
> CC(C)Cn1c(N)c(C(=O)COC(=O)c2c(O)c(Cl)cc(Cl)c2Cl)c(=O)n(C)c1=O
 : x	x	-5	5	x	-21	x	-0.2%	x	2%	4
> O=S(=O)(c1cccc(-c2nc3n(n2)Cc2ccccc2-3)c1)N1CCCCC1
 : 2%	-5%	18	-22	-16%	-1	-4	-0.3%	-12%	-1%	15
> COc1ccc([C@]23Cc4cc(OC)c(OC)cc4C(O2)C2=C(CC4(CCCCC4)OC2=O)O3)cc1
 : x	-9%[11.7 µM]	i	x	0%[11.5 µM]	x	0	-0.1%[9.22 µM]	1%[23 µM]	0%[7.66 µM]	x
> O=CN1CCN(C(=O)c2ccc3c(c2)OCO3)CC1
 : -3%	x	1	-3	-3%	-7	x	0.0%	-3%	0%	-21
> N#Cc1ccc2ccn(CC(=O)N3CCCc4ccccc43)c2c1
 : 0%	u	-7	14	-4%	11	-39*	0.1%	5%	0%	-4
> O=C(O)C1CCCCN1S(=O)(=O)c1ccccc1 (stereo not given)
 : 0%	-4%	-2	-3	-5%	3	6	0.0%	19%	2%	4
> NC(=O)Cn1c(=O)n(CCc2ccccc2)c(=O)c2c3c(sc21)CCCC3
 : -1%	-7%	-1	-1	18%	8	-1	0.1%	92%[activator]	7%	-38
> Cc1ccc(-c2n[nH]c(=S)n2/N=C/c2c(C)nn(-c3ccccc3)c2C)cc1
 : -4%	0%	13	-6	6%	-26	-6	-1.3%	0%	-2%	-2
> O=C(O)Cn1nnnc1-c1ccc(F)cc1
 : -1%	-3%	1	u	0%	0	4	0.2%	4%	1%	16
> Cc1ncsc1CCOC(=O)c1ccccc1
 : 13%	-8%	6	-7	-3%	0	0	-0.2%	3%	1%	1
> CCOc1ccc(C(=O)N[C@H](C(=O)Nc2ccccc2OC)C(C)C)cc1
 : 0%	1%	6	-18	0%	-17	0	-0.5%	-3%	-2%	5
> Cc1[nH]c2ccc(Br)cc2c(=O)c1CN1CCOCC1
 : -2%	-3%	1	-15	0%	6	0	-0.9%	-7%	-2%	8
> COc1cccc(/C=N/NC(=O)c2ccc(N3CCCC3=O)cc2)c1
 : -1%	-9%	0	9	x	7	0	-0.5%	18%	-3%	-4
> O=c1c(Cl)c(Nc2cccc(Cl)c2)cnn1-c1nc2ccccc2s1
 : 1%	7%	u	-2	-4%	-106*	4	0.0%	0%	-7%	-10
> Cc1nc(Nc2ccccc2F)c2oc3ccccc3c2n1
 : -2%	-15%	-6	10	x	2	1	-0.5%	8%	3%	-3
> COCc1cc(C)nc2sc(C(=O)Nc3ccccc3C)c(N)c12
 : 3%	11%	-1	3	-1%[11.5 µM]	-4	0	-0.3%	-4%	-4%	-9
> COc1ccc(OC)c(NC(=O)Cc2coc3cc(C)cc(C)c23)c1
 : 2%	-2%	25	1	-9%	8	1	0.0%	-2%	1%	-5
> CC1(C(=O)NCc2cccnc2)CCC(=O)N1Cc1cccs1 (stereo not given)
 : -3%	0%	-3	-8	1%	-9	0	-0.3%	3%	1%	-8
> O=C1CC(N2CCSCC2)C(=O)N1c1ccc(F)cc1 (stereo not given)
 : 11%	x	-3	10	-17%	1	1	0.4%	-16%	2%	-3
> COc1cc(/C=C(\C#N)C(=O)Nc2cccc(C(=O)O)c2)ccc1OCc1ccc(C)cc1
 : -12%	u	3	4	-6%	-14	-3	-0.5%	14%	7%	0
> O=[N+]([O-])c1ccc(Oc2cccc(F)c2)c2ccncc12
 : 0%	-5%	22	-27	1%	2	-8	0.0%	4%	-2%	1
> Cc1ccc(CNC(=O)CSCc2ccccc2)cc1
 : -2%	-16%	u	13	1%	15	4	0.1%	-4%	2%	x
> COc1ccc(CC2(CO)CCN(Cc3cccc4nccnc34)CC2)cc1
 : -1%	1%	3	1	14%	-30	0	0.2%	10%	2%	1
> O=C(NCC1CC1)c1onc(CSc2ccncc2)c1C(=O)NCC1CC1
 : -2%	x	u	18	1%	1	2	-1.5%	3%	9%	4
> O=C(Nc1cccc(C(=O)N2CCOCC2)c1)c1ncn[nH]1
 : -2%	5%	0	3	-5%	-6	-1	-0.1%	-5%	2%	5
> CCC(C)Nc1cc(C)c(C#N)c2nc3ccccc3n12 (stereo not given)
 : -3%	-13%	-2	-2	x	-2	3	0.0%	1%	5%	-1
> COc1ccccc1Nc1nc(-c2sc(NC(=O)C(C)(C)C)nc2C)cs1
 : -1%	u	1	4	-2%	1	-3	-2.9%	3%	1%	3
> CC1CCN(CCCNC(=O)c2n[nH]c(=O)c3ccccc23)CC1
 : 0%	8%	-1	2	-6%	3	0	0.5%	-10%	0%	16
> CCCOc1ccc(N2C(=O)CC(N(CCOC34CC5CC(CC(C5)C3)C4)C(C)=O)C2=O)cc1 (stereo not given)
 : -1%	-13%	-1	-3	-1%	-2	-2	-0.6%	-2%	3%	-12
> CCNC(=O)Cc1ccc(Br)cc1
 : 0%	0%	8	-8	-3%	-2	1	-0.8%	1%	2%	8
> CCn1nnnc1SCC(=O)N1CCOCC1
 : -5%	9%	-1	-4	-1%	-22	0	-0.2%	0%	3%	4
> O=C(Nc1ccccc1)NC1(C(=O)NCc2ccco2)CCCCC1
 : 2%	-2%	1	-6	-2%	1	5	0.2%	3%	-7%	-9
> O=C1NC(=S)S/C1=C1\Sc2ccccc2N1CCCS(=O)(=O)O
 : 0%	u	1	2	-71%	-2	8	-0.5%	-4%	0%	-4

# Not all compounds are listed (hit frequency here may not be typical).
